High-throughput results from PubChem BioAssay.
Myeloid diff 2: induction of myeloid progenitor differentiation, primary screen, cell-based, flow cytometry, MLPCN library; ER-HoxA9 myeloid progenitors, lysozyme-GFP differentiation; calls only at 10 µM; 360,000 compounds, 1% hits;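 active = normalized GFP-positive differentiation at or above the plate's own cutoff, the solvent-only control mean plus 3 SD; inconclusive = no clear call, values can overlap the other calls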;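 also: cells exposed to compound for four days before flow analysis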
Myeloid diff 2 GFP+ MAC1+ %: also measured in Myeloid diff 2; calls as there; GFP+ MAC1+ double positive, %; measured here: differentiation confirmed by MAC1 staining
Starred values were filed as active, the others as inactive; i = inactive; ? = inconclusive; / = no result given; + = active, no number.

Each structure is followed by: Myeloid diff 2, Myeloid diff 2 GFP+ MAC1+ %
> CCOC(=O)C1=CCN(S(=O)(=O)c2ccc(Br)cc2)C1c1ccc(C)cc1 (stereo not given)
  i, 1.0
> C[C@@H]1CN([C@@H](C)CO)C(=O)c2cc(Br)cnc2O[C@H]1CN(C)Cc1cccnc1
  i, 0.4
> CCOc1ccc(C(=O)NCC(=O)OCC(=O)Nc2nnc(-c3ccccc3)o2)cc1
  i, 0.3
> CC(=O)c1c(O)c(C)c(O)c2c1OC1=Cc3c(c(C)nn3C)C(=O)C12C (stereo not given)
  i, 1.4
> COc1ccc(-c2cc(C(F)(F)F)n3nc(C(N)=O)cc3n2)cc1
  i, 0.5
> CCC(C)CCN1CCN=C1N(C)C (stereo not given)
  i, 1.5
> CC(C)C[C@@H]1COc2cc(N3CCC[C@H]3CO)ccc2S(=O)(=O)N1
  i, 0.7
> COc1ccccc1NS(=O)(=O)c1ccc(C)c(C(=O)NCC(c2cccs2)N2CCOCC2)c1 (stereo not given)
  i, 0.5
> COc1cccc(Nc2nc(C(N)Cc3ccc(F)cc3)cs2)n1 (stereo not given)
  +, 2.5*
> CC1(C)O[C@@H]2[C@H](O1)[C@@H](COS(=O)(=O)O)O[C@H]2n1ccc(=O)[nH]c1=O
  i, 2.3
> CC(C)=CCn1c2ccc(NC(=S)NC3CC3)cc2c(=O)n1C
  i, 0.5
> O=C(O)c1cccc(Nc2nc3ccccc3nc2NS(=O)(=O)c2ccccc2)c1
  i, 0.8
> COC(=O)C[C@H]1c2ccccc2S(=O)(=O)N1Cc1ccc(OC)cc1
  i, 1.5
> CCc1nc2c(OCc3ccc(OC)cc3)cccn2c1N(C)C(=O)C(C)C
  i, 0.7
> CC(OC(=O)c1ccc(Cl)c([N+](=O)[O-])c1)C(=O)N1CCN(Cc2ccccc2)CC1 (stereo not given)
  i, 0.4
> C[C@@H]1CN([C@@H](C)CO)S(=O)(=O)c2ccc(Br)cc2O[C@H]1CN(C)C(=O)c1cccc(F)c1
  i, 1.1
> C[C@@H]1CN([C@@H](C)CO)C(=O)CCCn2nncc2CO[C@@H]1CN(C)C(=O)Nc1ccccc1
  i, 1.2
> CCc1nc(SCC(=O)Nc2ccc(N(CC)CC)cc2)n[nH]1
  i, 1.3
> COCCNC(=O)c1cc(-c2ccccc2)sc1N
  i, 1.5
> O=C(C[C@H]1C(=O)N(Cc2ccccc2)C[C@@H]1Cc1ccccc1)Nc1ccc(Br)cc1
  i, 0.9
> O=C(NCc1cccc(Cl)c1)c1cccc(S(=O)(=O)N2CCCCC2)c1
  i, 0.4
> CCCNC(=O)C1(C)CCCN(CCC(=O)c2ccccc2)C1 (stereo not given)
  i, 0.7
> CC[C@H](C)[C@H]1CNC(=S)N1CC1CCN(CCCC2CCCC2)CC1
  i, 1.8
> Cc1ccccc1NC(=O)C(C)OC(=O)C1CCCO1 (stereo not given)
  i, 1.0
> CCCCN(C(=O)CSc1nc(CCC)cc(=O)[nH]1)c1c(N)n(Cc2ccccc2)c(=O)[nH]c1=O
  i, 0.7
> C=C[C@@H]1c2ccccc2N(S(=O)(=O)c2ccc(C)cc2)[C@H](c2ccccc2C(F)(F)F)C1(C#N)C#N
  i, 1.2
> O=C(Nc1ccc(C(F)(F)F)cc1)c1ccccc1
  i, 2.2
> CC(=O)c1ccc(-c2ccc(C(=O)Nc3nc(-c4ccccn4)cs3)o2)cc1
  i, 1.9
> NC(=O)c1cccc(-c2ccnc3c2CC(C(=O)Nc2ccc(Cl)cc2)O3)c1 (stereo not given)
  i, 0.4
> CCOC(=O)C1=C(C)NC(C)=C(C(=O)OCC)C1C(=O)OCC(=O)N1CCOCC1
  i, 0.7
> COc1ccc(C)cc1Nc1ncnc2c1nnn2Cc1ccccc1Cl
  i, 0.7
> CSc1ccc(CN2CCC(C)(Oc3cccc(C#N)c3)C2)cc1 (stereo not given)
  i, 1.5
> N#CCCN(C(=O)COC(=O)c1ccc2ccccc2n1)c1ccccc1
  i, 1.2
> CC(=O)Nc1cc(-c2ccccc2F)cn2c(-c3ccccc3)cnc12
  i, 2.5
> COc1ccc(OC)c(NC(=O)Nc2nc(CN)cs2)c1
  i, 0.6
> CCOC(=O)C1=C(COC(=O)CC(C)c2ccccc2)NC(=O)NC1C (stereo not given)
  i, 0.6
> O=C(NCc1ccccc1)c1cc(C2CCCCN2S(=O)(=O)Cc2ccccc2)on1 (stereo not given)
  i, 1.0
> CCn1c(SCC(=O)NC2CC2)nc2ccccc21
  i, 0.4
> NS(=O)(=O)c1ccc(NC(=O)CSc2n[nH]c(=O)n2C2CC2)cc1
  i, 0.7
> CN(CC(=O)NCCc1ccc(S(N)(=O)=O)cc1)CC(=O)Nc1ccc(Cl)cc1
  i, 0.5

Three entries from above, as tab-separated lines:
SMILES	Myeloid diff 2	Myeloid diff 2 GFP+ MAC1+ %
O=C(NCc1ccccc1)c1cc(C2CCCCN2S(=O)(=O)Cc2ccccc2)on1 (stereo not given)	i	1.0
O=C(Nc1ccc(C(F)(F)F)cc1)c1ccccc1	i	2.2
COc1ccc(OC)c(NC(=O)Nc2nc(CN)cs2)c1	i	0.6

Next entries:
Each structure is followed by: Myeloid diff 2, Myeloid diff 2 GFP+ MAC1+ %
> Cc1noc(C)c1C(=O)Nc1cccc(S(=O)(=O)N2CCCCC2)c1
  i, 1.0
> O=C(/C=C/c1cc(Br)ccc1F)OCC(=O)N1CCOCC1
  i, 1.0
> CC(=O)c1sc(Nc2cccc3ccccc23)nc1C
  i, 0.1
> CCC1(c2ccc(F)cc2)NC(=O)N(CC(=O)N2CCN(C(=O)c3ccco3)CC2)C1=O (stereo not given)
  i, 1.8
> Cc1nnc(SC(C)C(=O)NC2CCCCC2)[nH]c1=O (stereo not given)
  i, 0.5
> Cc1ccc(NS(=O)(=O)c2cccc(C(=O)NC3CC3)c2)c(C)c1
  i, 1.1
> CC[C@]12c3[nH]c4ccc(OC)cc4c3CCN1C(=O)C(CC(=O)NCC13CC4CC(CC(C4)C1)C3)C[C@@H]2C(=O)N1CCN(C(=O)C2CC2)CC1 (stereo not given in full)
  i, 0.2
> Cn1c(N)c(C(=O)COC(=O)c2ccccc2C(=O)c2ccc(Cl)c([N+](=O)[O-])c2)c(=O)n(C)c1=O
  ?, /
> Cc1cc(Nc2ccccc2C(=O)O)n2ncnc2n1
  i, 0.7
> COc1cc(C=NNc2ccccc2)ccc1OC(=O)c1ccccc1
  i, 0.6
> C=CC[C@@H](CC(=O)N(CCO)Cc1ccccc1)C(=O)N[C@@H](C)COC(=O)[C@@H](CC=C)CC(=O)OC(C)(C)C
  i, 2.0
> COc1ccc(N2C[C@H](CSC)[C@@H](CC(=O)Nc3ccc(Br)cc3)C2=O)cc1
  i, 0.7
> CCNc1nc(C#N)nc2c1ncn2-c1cc(F)cc(F)c1
  i, 1.1
> COc1cccc(-c2cccc(-c3nc(C(=O)NCCCN4CCOCC4)cc4c3[C@H](CCO)N(S(=O)C(C)(C)C)C4)c2)c1 (stereo not given in full)
  i, 0.6
> CC(=O)NC(c1ccccc1)c1nc(-c2cccc(C(=O)O)c2)cs1 (stereo not given)
  i, 0.4
> CC1CCCC(NC(=O)Cn2cc(C(F)(F)F)cc(Cl)c2=O)C1C (stereo not given)
  i, 0.3
> CC(=O)OCC1OC(OC2C[C@]3(C)C(CC(O)C4C([C@](C)(CCC=C(C)C)OC5OC(CO)C(O)C(O)C5O)CC[C@]43C)[C@@]3(C)CCC(O)C(C)(C)C23)C(O[C@@H]2OC(C)C(O)C(O)C2O)C(O)C1O (stereo not given in full)
  i, 2.0
> CC1(C2CC2)NC(=O)N(CC(=O)Nc2ccc(OC(F)F)cc2)C1=O (stereo not given)
  i, 0.9
> O=C(COC(=O)/C=C/c1ccccc1Cl)NCC1CCCO1 (stereo not given)
  i, 0.8
> CC(=O)N1CCCC(C)(C(=O)Nc2ccc3nc(C)ccc3c2)C1 (stereo not given)
  i, 1.2
> COC(=O)c1ccc(CNC(=O)c2ccc(S(=O)(=O)N3CCCC(C)C3)cc2)cc1 (stereo not given)
  i, 1.7
> O=C(COC(=O)c1cc(Cl)ccc1O)NC(=O)NCc1ccccc1
  i, 0.5
> O=C(NCCCN1CCCC1=O)c1cc(-c2ccc(F)cc2)nc2ccccc12
  i, 1.4
> CSc1ccccc1NC(=O)CN(C)C(=O)C1CC(=O)N(C(C)c2ccccc2)C1 (stereo not given)
  i, 0.3
> CCOC(=O)[C@]12CCCC=C1N(Cc1ccccc1)C(=O)[C@H](CC(=O)NCCCCc1ccccc1)C2
  i, 4.4
> OC(c1cccc(Cl)c1)c1nc(/C=C/c2ccccc2)cs1 (stereo not given)
  i, 0.8
> COc1ccc(NC(=O)c2cc(C3CCCCN3S(=O)(=O)Cc3ccccc3)on2)c(C)c1 (stereo not given)
  i, 0.4
> CCCc1cc(=O)[nH]c(SCC(=O)Nc2sccc2C#N)n1
  i, 1.4
> O=C1NC[C@H](CCCCN2C[C@@H](Cc3ccccc3)N(CCC3CCCCC3)C(=O)C2=O)N(CCC2CCCCC2)C1=O
  i, 0.2
> C[C@H](CO)N1C[C@H](C)[C@@H](CN(C)Cc2ccccc2)OCCCC[C@H](C)Oc2ccc(N(C)C)cc2C1=O
  i, 0.3
> C[C@H](CO)N1C[C@H](C)[C@@H](CN(C)Cc2cccnc2)OCc2cnnn2CCCC1=O
  i, 1.2
> CCN1C(=O)[C@H]2[C@@H](c3ccc(C)cc3)N3C(=O)N(c4cccc(Cl)c4)C(=O)[C@@]3(Cc3ccc(Cl)cc3)[C@H]2C1=O
  i, 2.0
> O=C(NCc1ccc(OC(F)(F)F)cc1)c1cccc2c1C(=O)c1ccc(N3CCCC3)cc1S2(=O)=O
  +, 2.1*
> O=C(NCC1CCCCC1)c1ccc2nc([C@@H]3O[C@H](CO)[C@H](O)[C@H](O)[C@H]3O)[nH]c2c1
  i, 0.6
> O=C(NC(c1ccccc1)c1cnccn1)C1CCN(Cc2ccc(Cl)c(Cl)c2)CC1 (stereo not given)
  i, 1.9
> Cc1ccsc1C(=O)N1CCN(C(=O)c2ccco2)CC1
  i, 0.5
> CC1(C)NC(=O)N(CC(=O)OCC(=O)N2CCN(S(=O)(=O)c3ccccc3)CC2)C1=O
  i, 0.4
> C[C@@H](C(=O)NNC(=O)c1ccc(Cl)cc1)N1C(=O)C2CC=CCC2C1=O (stereo not given in full)
  i, 1.0
> COC(=O)CCCn1cc(CN2CC(N(C)C)CS2(=O)=O)nn1 (stereo not given)
  i, 0.7
> CCCCNC(=O)c1onc(CSc2cc(C)cc(C)c2)c1C(=O)NCCCC
  i, 0.5

An excerpt of these results, in markdown:
| compound | Myeloid diff 2 | Myeloid diff 2 GFP+ MAC1+ % |
| --- | --- | --- |
| C[C@H](CO)N1C[C@H](C)[C@@H](CN(C)Cc2cccnc2)OCc2cnnn2CCCC1=O | i | 1.2 |
| O=C1NC[C@H](CCCCN2C[C@@H](Cc3ccccc3)N(CCC3CCCCC3)C(=O)C2=O)N(CCC2CCCCC2)C1=O | i | 0.2 |
| OC(c1cccc(Cl)c1)c1nc(/C=C/c2ccccc2)cs1 (stereo not given) | i | 0.8 |

Later entries:
Each structure is followed by: Myeloid diff 2, Myeloid diff 2 GFP+ MAC1+ %
> CCCCc1ccc(N=N/C(C(=O)Nc2ccc(NC(C)=O)cc2OC)=C(/C)O)cc1
  i, 1.2
> N#CC(CCc1ccccc1[N+](=O)[O-])(CCc1ccccc1[N+](=O)[O-])C(N)=O
  i, 0.7
> Cc1nn(-c2ccccc2)c(C)c1C(=O)OCC(=O)Nc1cccc(S(N)(=O)=O)c1
  i, 1.2
> C/C(=C\C(=O)c1ccc(Br)cc1)NNC(=O)c1ccccc1
  i, 0.4
> CC1(C(=O)NS(=O)(=O)c2ccc3ccccc3c2)CCN1C(=O)Cc1ccc(Cl)cc1Cl (stereo not given)
  i, 0.8
> COc1ccccc1N(C)S(=O)(=O)c1ccc(C(=O)NCCCN2CCCC2=O)cc1
  i, 1.1
> COc1ccccc1-c1oc2ccccc2c1-c1ccc2c(c1)OCO2
  i, 0.6
> Cc1noc(C)c1CSCC(=O)Nc1cccc(C(F)(F)F)c1
  i, 0.3
> CCOC(=O)Cc1csc(NC(=O)c2ccc(C)c(S(=O)(=O)N3CCOCC3)c2)n1
  i, 1.0
> CCOc1ccccc1Nc1nnc(SCC(=O)NCC2CCCO2)s1 (stereo not given)
  i, 0.3
> O=C(COC(=O)/C=C/c1ccccc1[N+](=O)[O-])Nc1ccc2[nH]c(=O)[nH]c2c1
  ?, /
> CCOC(=O)[C@]12CCC=C1N(Cc1ccc(Cl)cc1Cl)C(=O)[C@H](CC(=O)N1CCSCC1)C2
  i, 1.0
> CSc1ncccc1C(=O)OCC(=O)N1CCc2ccccc21
  i, 0.6
> Cc1cc(NC(=O)CSc2nc3c(cnn3-c3cccc(Cl)c3)c(=O)[nH]2)no1
  i, 0.5
> COc1ccc(C(=O)COC(=O)[C@H](C)NS(=O)(=O)c2ccc(NC(C)=O)cc2)cc1OC
  i, 0.3
> Cn1c2cc(C#N)sc2c2cnn(Cc3ccc(F)cc3)c(=O)c21
  i, 0.4
> CC1CCCCC1NC(=O)c1cc(S(=O)(=O)N2CCOCC2)ccc1Cl (stereo not given)
  i, 0.5
> Cc1cc(Br)c(NC(=O)CN2C(=O)NC3(CCOc4ccccc43)C2=O)c(Br)c1 (stereo not given)
  i, 0.6
> COc1cccc(Cn2c(C(C)n3c(C)nc4ccccc43)nc3ccccc32)c1 (stereo not given)
  i, 2.0
> CSc1nsc(NN)n1
  i, 2.1
> N#Cc1cccc(C(=O)C(=O)N2CCC(c3ccccc3)CC2)c1
  i, 3.6
> CCCCCNC(=O)C(c1cc2ccccc2o1)n1c(=O)c(-c2ccccc2)nc2ccccc21 (stereo not given)
  i, 4.6

Sorted by value in Myeloid diff 2 GFP+ MAC1+ % (rising): three of the compounds above.
compound,Myeloid diff 2 GFP+ MAC1+ %
COc1ccc(C(=O)COC(=O)[C@H](C)NS(=O)(=O)c2ccc(NC(C)=O)cc2)cc1OC,0.3
CCCCc1ccc(N=N/C(C(=O)Nc2ccc(NC(C)=O)cc2OC)=C(/C)O)cc1,1.2
CSc1nsc(NN)n1,2.1

The list is partial; rates above refer to the full screens.
